From PubChem
D1 mod: allosteric modulators of human D1 dopamine receptor | P21728 | HEK293 D1, CRE-luciferase, dopamine EC30 potentiation; actives deviate in either direction | B-score at 10 µM | 58,000 tested, 5.9% active | AID 641;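 active = luminescence count or its row- and column-corrected plate score outside the 99.7% band of the plate's sample wells, on either side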
Autofluor 339: intrinsic fluorescence of library compounds, ex339/em460 – biochemical, MLSMR library, data from DPM-DC assay, artefact control, profiling panel; compound autofluorescence, ex339/em460 nm, NADH buffer; active compounds read high; 1 = no-compound wells, NADH background; fluorescence fold increase at 10 µM; 65,000 tested, 5.5% active; AID 709;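 active = at 10 µM, mean starting fluorescence two-fold or more over control wells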;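 also: signal is the first read of a kinetic run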
Her2 expr inh: inhibitors of human Her2 kinase expression. P04626. AID 645. HER2 level % of control, % at 10 µM. SKBR-3 HER2 protein level, AlphaScreen, 18-24 h; active compounds read low. 65,000 tested, 0.69% active;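 active = HER2 level under 5% of the carrier-only control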;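 also: 100% = DMSO carrier and 0% = 500 nM PU-H71 HSP90 inhibitor; lower value means stronger loss of Her2 protein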
Hsp90 inh: displaces geldanamycin probe from tumor Hsp90. NCI-N417 lysate Hsp90, Cy3B-geldanamycin FP displacement. inhibition, % at 30 µM. 64,000 tested, 0.35% active;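 active = inhibition above 50%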;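 also: 0% = tracer plus lysate wells and 100% = tracer alone without lysate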
M1 agonist: agonists of M1 muscarinic receptor | CHO-M1 cells, Fluo-4 calcium fluorescence, agonist mode; active compounds read high | B-score at 10 µM | 64,000 tested, 3% active | AID 626;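 active = fluorescence rise, raw or as B-score row- and column-corrected plate score, outside the 99.7% band of its plate's samples, either direction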
NADH enzymes: inhibitors of enzymes used to reach an NAD/NADH endpoint; coupled PK/LDH NADH assays, four targets; IC50, µM (titrated, usually from 10 µM), for the others: top-dose inhibition; 65,000 tested, 0.02% active; AID 774;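 active = single-dose screening hits from any of four coupled enzyme assays that gave an IC50 when retested across doses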;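 also: the DPM-DC format reads NADH fluorescence rather than 340 nm absorbance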
HTR1A agonist: 5-HT1a (human) receptor agonism; P08908; CHO 5-HT1a Ga15 NFAT-bla reporter, FRET ratio; 0% basal, 100% maximal reference agonist; activation, % at 10 µM; 65,000 tested, 0.56% active;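 active = activation above the screen-wide mean activation plus 3 SD, cut at about 19% in these data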;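 also: 0% = DMSO wells and 100% = 5-CT at EC100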
M1 antagonist: M1 muscarinic receptor (rat) antagonism. P08482. CHO-M1 cells, Fluo-4 calcium, ACh EC80 antagonist mode; active compounds read low. B-score at 10 µM. 64,000 tested, 3.4% active. AID 628;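 active = calcium fluorescence response, raw or row-and-column corrected B-score, differing from the plate sample mean either way at a set confidence level, mostly lower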
Ec RNAP inh: blocks E. coli RNA polymerase transcription; P0A8V2; fluorescence transcription assay; inhibition, %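 (tested at 10 µM)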; 62,000 tested, 0.2% active; in the data active = inhibition above about 20%;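 also: 0% = enzyme without compound and 100% = no enzyme blank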
Target sequence (P0A8V2 whole entry, looked up): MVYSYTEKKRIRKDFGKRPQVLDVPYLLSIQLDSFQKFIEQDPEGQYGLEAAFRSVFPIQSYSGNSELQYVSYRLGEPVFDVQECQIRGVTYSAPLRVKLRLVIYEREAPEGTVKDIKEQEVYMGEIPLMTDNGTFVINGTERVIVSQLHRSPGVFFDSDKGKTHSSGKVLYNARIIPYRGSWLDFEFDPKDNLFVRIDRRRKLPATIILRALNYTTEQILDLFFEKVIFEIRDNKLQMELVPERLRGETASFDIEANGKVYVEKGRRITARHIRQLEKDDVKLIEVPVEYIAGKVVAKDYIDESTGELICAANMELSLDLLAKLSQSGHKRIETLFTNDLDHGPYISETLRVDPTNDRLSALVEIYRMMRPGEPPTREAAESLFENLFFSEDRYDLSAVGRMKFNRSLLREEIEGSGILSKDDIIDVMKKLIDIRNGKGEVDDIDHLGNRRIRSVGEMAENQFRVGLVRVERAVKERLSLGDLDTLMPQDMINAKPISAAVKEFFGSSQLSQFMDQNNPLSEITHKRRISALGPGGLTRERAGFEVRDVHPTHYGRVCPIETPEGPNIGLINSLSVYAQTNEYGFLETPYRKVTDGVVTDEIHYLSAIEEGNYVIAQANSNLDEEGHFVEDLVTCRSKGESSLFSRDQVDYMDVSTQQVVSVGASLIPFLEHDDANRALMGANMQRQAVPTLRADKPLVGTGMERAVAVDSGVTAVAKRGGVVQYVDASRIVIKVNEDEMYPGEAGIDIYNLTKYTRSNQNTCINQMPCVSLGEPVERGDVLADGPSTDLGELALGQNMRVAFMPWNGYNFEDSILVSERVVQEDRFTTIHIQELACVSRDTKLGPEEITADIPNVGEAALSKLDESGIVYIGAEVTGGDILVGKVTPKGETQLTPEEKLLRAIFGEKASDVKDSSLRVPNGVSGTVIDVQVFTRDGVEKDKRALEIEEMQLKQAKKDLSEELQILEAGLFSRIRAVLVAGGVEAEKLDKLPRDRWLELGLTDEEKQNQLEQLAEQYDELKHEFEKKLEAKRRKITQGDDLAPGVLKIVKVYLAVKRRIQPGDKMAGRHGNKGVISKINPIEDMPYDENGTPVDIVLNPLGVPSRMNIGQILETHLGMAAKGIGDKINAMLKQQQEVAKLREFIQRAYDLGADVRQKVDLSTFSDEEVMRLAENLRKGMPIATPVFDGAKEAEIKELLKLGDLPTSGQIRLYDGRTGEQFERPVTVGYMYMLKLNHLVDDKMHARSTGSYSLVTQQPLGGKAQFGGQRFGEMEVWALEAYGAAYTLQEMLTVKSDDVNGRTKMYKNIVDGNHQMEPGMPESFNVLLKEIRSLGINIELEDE
Active calls of the source: *; x = not tested or not shown; [ ] = another dose, or the depositor's remark.

SMILES | D1 mod | Autofluor 339 | Her2 expr inh | Hsp90 inh | M1 agonist | NADH enzymes | HTR1A agonist | M1 antagonist | Ec RNAP inh
O=S(=O)(c1ccc(N2CCOCC2)cc1)N1CCOCC1 | 0.13 | 1.1 | 118 | -2 | -0.2 | 9% | 0.0 | -0.59 | 12
CCOC(=O)c1ccc2c(c1)nc(SCC(=O)c1ccco1)n2CC | 2.6 | 1.1 | 85 | 4 | 0.35 | 2% | -1.7 | 0.011 | -3
CC1(C)Cc2ccccc2C(=NCCCC(=O)O)N1 | -0.07 | 0.98 | 92 | 3 | -0.4 | 5% | 0.1 | 0.99 | 3
COC(=O)c1cc(NCc2ccc3c(c2)OCO3)ccc1N1CCOCC1 | -0.014 | 1.7 | 93 | 2 | -0.17 | 9% | -0.2 | 0.082 | 0
CC(=O)Nc1ccc(S(=O)(=O)N2CCCN(S(=O)(=O)c3ccc(NC(C)=O)cc3)CC2)cc1 | 0.12 | 1.1 | 120 | -1 | 0.091 | 4% | -1.5 | 0.58 | 5
COc1ccc(CCNC(=O)c2cc(C(C)C)on2)cc1OC | 4.5 | 1 | 89 | -4 | -0.22 | 3% | -1.8 | 0.24 | 6
CCn1c(C)c(C(C)=O)c(N2CCN(c3ccccn3)CC2)nc1=S | 0.063 | 1.1 | 103 | -3 | x | 0% | 0.2 | x | 9
COc1cccc(CNC(=O)Cn2c(=O)oc3ccccc32)c1OC | -0.16 | 1 | 94 | -2 | 0.42 | 2% | -3.8 | 0.84 | 10
Cc1c(C)n(CC(O)CN2CCCCCC2)c2ccccc12 (centres undefined) | -2.7 | 1 | 94 | -4 | -0.4 | 11% | -3.1 | -1.2 | 6
CCCCc1ccc(NC(=O)OC)cc1 | -0.69 | 1.1 | 75 | -1 | -0.65 | 4% | -1.1 | -0.78 | -1
CCCS(=O)(=O)N1CCCC(C(=O)N2CCN(C(=O)OCC)CC2)C1 (centres undefined) | 0.0022 | 1.1 | 54 | -2 | -0.061 | 4% | -2.9 | 0.018 | 4
CCOc1ccc(-c2nnc(NC(=O)CCCOc3cccc(C)c3)o2)cc1 | 0.08 | 1.1 | 82 | -3 | -1.2 | 4% | -2.6 | 0.011 | 10
COc1cccc(NS(=O)(=O)c2nc3nc(C)cc(C)n3n2)c1 | -0.61 | 1.1 | 118 | -5 | 0.15 | 0% | -0.9 | 0.013 | 9
c1ccc(-c2nnc(SCc3nc4ccccc4[nH]3)o2)cc1 | 0.76 | 1.3 | 111 | 1 | -0.16 | 2% | -0.1 | -0.27 | 2
O=C(c1ncc[nH]1)c1ccco1 | 0.63 | 0.98 | 91 | -4 | 3.6* | 7% | 1.0 | 0.13 | 9
CCCC(=O)Nc1cc(-c2nn(C)c(=O)c3ccccc23)ccc1OC | -0.067 | 1.2 | 97 | -4 | -0.39 | 1% | 1.2 | 0.68 | 1
COc1cc2nc(C3CCC3)n(NC(=O)C(OC(C)=O)c3ccccc3)c(=O)c2cc1OC (centres undefined) | x | 1.1 | 127 | -1 | -0.63 | 5% | -2.3 | -0.21 | 7
CN(Cc1nnc(SCC(=O)NCCc2ccccc2)n1C)S(=O)(=O)c1ccccc1 | -0.63 | 1.1 | 86 | -3 | -0.92 | 5% | -2.1 | 0.2 | 8
O=C(CN1CCN(Cc2ccccc2)CC1)NC(=O)NC1CCCCC1 | 0.43 | 1.1 | 99 | -2 | 0.78 | 2% | -3.6 | 0.43 | -1
Cc1c(C#N)c2ncnc(-c3ccccc3)c2n1-c1ccccc1 | 0.92 | 1.1 | 111 | -4 | 2 | 4% | 2.6 | 0.38 | 6
CCn1c(Cn2nnc(-c3ccccc3)n2)nnc1SCC(=O)N1CCOCC1 | 0.018 | 1.1 | 93 | -1 | 0.069 | 4% | -0.5 | -1.1 | 4
CC(C)(C)NC(=O)Cn1c(SCC(=O)N2CCCCCC2)nc2ccccc21 | -0.67 | 1.3 | 91 | -2 | -0.78 | 8% | 0.8 | -1.6 | 2
CC(C(=O)O)n1nc2ccccc2n1 (centres undefined) | x | 1.1 | 159 | -1 | -0.14 | 8% | -4.0 | -1.6 | 9
COC(=O)c1ccccc1NC(=O)NCc1ccco1 | 0.085 | 1.3 | 70 | 0 | -1.1 | 6% | -2.8 | 0.032 | 10
O=C(CSc1ncccc1C(=O)O)NCCC1=CCCCC1 | -1 | 1.1 | 116 | -5 | 0.15 | 4% | -1.7 | 1.1 | -2
O=C(c1ccc(N2CCCCS2(=O)=O)cc1)N1CCN(c2ccc(N3CCOCC3)nn2)CC1 | -0.051 | 2.1* | 54 | 1 | 0.82 | 15%[fluoresces] | 1.8 | 0.048 | 0
CCCn1c(N)c(N(C)C)c(=O)n(CC(=O)Nc2ccc(OC(F)(F)F)cc2)c1=O | 0.97 | 1.1 | 214 | -2 | 0.38 | 4% | -2.4 | -0.49 | 5
O=C(CCCc1nc(-c2ccccc2)no1)N1CCOCC1 | -0.18 | 1.2 | 119 | -1 | -2.2 | 5% | -1.2 | -0.25 | 5
NC(Cc1ccc2nonc2c1)C(=O)O (centres undefined) | 0.89 | 1.2 | 111 | -1 | 1.8 | 4% | 54* | 0.59 | 1
O=C(CCN1C(=O)C2C3C=CC(C3)C2C1=O)N1CCN(c2ccc(F)cc2)CC1 (centres undefined) | -1.3 | 1.1 | 109 | -3 | -0.036 | 4% | -4.2 | -0.37 | -2
Cc1ccc(C(=O)O)cc1S(=O)(=O)N1CCSCC1 | -0.38 | 1.1 | 69 | -1 | 0.74 | 3% | -0.5 | 1 | 3
O=C(COC(=O)c1cccs1)NC1CCCCC1 | x | 1.1 | 85 | -3 | 0.53 | 5% | -3.4 | -0.076 | 5
O=C(NC1CCCC1)C1CC(c2ccc(F)cc2)=NO1 (centres undefined) | 0.74 | 1.1 | 122 | -1 | 0.39 | 5% | -3.1 | 0.77 | -1
COc1ccc(-c2cc(C(=O)OCC(=O)N3CCCC3)c3ccccc3n2)cc1 | -0.76 | 2.9* | 88 | -2 | 1.2 | 17% | -3.0 | -1.6 | 4
C=CCOc1ccc(C2c3c(oc4ccccc4c3=O)C(=O)N2c2ccccn2)cc1OCC (centres undefined) | 1.4 | 1.1 | 86 | 0 | 0.18 | 7% | -2.4 | -0.18 | 12
CC(CCC(=O)Nc1nncs1)C(=O)O (centres undefined) | -0.73 | 1 | 93 | -3 | -0.14 | 4% | -2.3 | 0.003 | 8
Cc1ccc(NC(=O)c2cc(-c3cccc(O)c3)on2)cc1C | -0.5 | 1.1 | 84 | -3 | -0.032 | 10% | 0.4 | -0.19 | 8
CC(C)(C)C(=O)[C@@H]1[C@@H]2C(=O)N(c3ccc4c(c3)OCCO4)C(=O)[C@@H]2C2c3ccccc3C=CN21 (some centres undefined) | -0.026 | 1.1 | 69 | -6 | -0.3 | 3% | -3.4 | 0.24 | 6
CCN1C(=O)c2cccc3c(NC(=O)C4CCCCC4)ccc1c23 | -0.2 | 1 | 123 | -5 | -0.6 | 4% | -1.6 | -0.47 | 1
CCCn1c(SCC(=O)Nc2cc(C)on2)nc2c1c(=O)n(C)c(=O)n2C | 0.26 | 1 | 91 | 0 | 0.12 | 3% | 1.3 | -0.08 | -10
Cn1c(=O)[nH]c(=O)c2c1nc(N1CCCCC1)n2CCSc1ncccn1 | 1.8 | 1 | 73 | 0 | -0.18 | 2% | -0.9 | 0.14 | 5
O=C(CN1CCN(CC(=O)Nc2ccccn2)CC1)Nc1ccccn1 | x | 1.1 | 112 | -3 | -0.14 | 5% | -2.1 | -1.2 | 7
O=C(Cn1c(N2CCN(c3ccccc3)CC2)nc2ccccc21)c1ccccc1 | -0.38 | 1.1 | x | x | -0.41 | 7% | -2.8 | 0.06 | 9
O=C(COC(=O)c1cc2ccccc2o1)c1ccccc1 | 0.072 | 1.1 | 100 | -4 | 0.72 | 3% | -1.5 | 0.0061 | x
O=C(NCc1ccc2c(c1)OCO2)c1cccs1 | 0.12 | 1.1 | x | 0 | -0.22 | 8% | -3.6 | -0.021 | 11
Cn1c(SCC(=O)N2CCOCC2)nnc1-c1cccc(NC(=O)c2ccccc2)c1 | 0.97 | 1.1 | 92 | -3 | 0.63 | 3% | -2.2 | 0.0011 | 13
COCCn1nnnc1C(C(C)C)N1CCC(Cc2ccccc2)CC1 (centres undefined) | 1.7 | 1.1 | 96 | -6 | 0.62 | 7% | -0.1 | 0.64 | 11
COc1cccc(/C(O)=C2/C(=O)C(=O)N(c3cc(C)on3)C2c2cccs2)c1 (centres undefined) | -0.21 | 1.1 | 61 | -2 | -1.7 | 7% | -1.5 | 0.94 | -2
Cc1csc(NC(=O)Nc2ccc(Cl)cc2)n1 | -0.073 | 1.1 | 91 | 0 | 0.99 | 2% | -1.9 | -0.93 | 6
CCc1ccccc1NC(=O)c1cnccn1 | 0.078 | 1.1 | 126 | -26 | -1.8 | 2% | -1.3 | 0.23 | 2
O=S(=O)(NCCN1CCCC1)c1cccc2cccnc12 | 0.29 | 1.1 | 111 | -5 | 0.16 | 2% | 0.0 | 0.33 | 9
COc1ccc2c(c1)CCc1c(C(=O)NCc3ccc(F)cc3)noc1-2 | -0.17 | 1.1 | 109 | 18 | 1.5 | 2% | -0.3 | -1.7 | -15
C=CCN1C(=O)/C(=C2/Sc3ccccc3N2C)SC1=Nc1c(C)n[nH]c1C | 2.8 | 1 | 96 | 1 | -0.46 | 1% | 8.9 | 0.024 | 12
CC1(C)CC(=O)c2c(noc2-c2ccccc2)C1 | -0.43 | 1.1 | 107 | -3 | 0.2 | 6% | -1.1 | -0.34 | 10
Cc1ccc(C(=O)CSc2nnc(-c3ccco3)o2)o1 | -0.16 | 1.1 | x | -3 | -0.46 | 3% | 0.2 | 0.26 | x
Cc1cc(=O)oc2cc(Oc3ncccn3)ccc12 | -0.12 | 1.5 | 47 | -3 | -0.67 | 4% | 2.8 | 0.14 | -2
CCOC(=O)c1[nH]c(C)c(C(=O)NC2CCCC2)c1C | 0.67 | 1.1 | 102 | -4 | 0.15 | 1% | -2.7 | 1 | 1
O=C(O)CCc1ccc(-c2ccc(Cl)cc2)n1Cc1ccco1 | -0.025 | 1.3 | 135 | -24 | -0.38 | 1% | -4.7 | 0.076 | 6

Reformatted: eight of the compounds above
Screens in order: D1 mod | Autofluor 339 | Her2 expr inh | Hsp90 inh | M1 agonist | NADH enzymes | HTR1A agonist | M1 antagonist | Ec RNAP inh
- Cn1c(=O)[nH]c(=O)c2c1nc(N1CCCCC1)n2CCSc1ncccn1
→ 1.8 | 1 | 73 | 0 | -0.18 | 2% | -0.9 | 0.14 | 5
- O=C(CN1CCN(CC(=O)Nc2ccccn2)CC1)Nc1ccccn1
→ x | 1.1 | 112 | -3 | -0.14 | 5% | -2.1 | -1.2 | 7
- O=C(Cn1c(N2CCN(c3ccccc3)CC2)nc2ccccc21)c1ccccc1
→ -0.38 | 1.1 | x | x | -0.41 | 7% | -2.8 | 0.06 | 9
- O=C(COC(=O)c1cc2ccccc2o1)c1ccccc1
→ 0.072 | 1.1 | 100 | -4 | 0.72 | 3% | -1.5 | 0.0061 | x
- O=C(NCc1ccc2c(c1)OCO2)c1cccs1
→ 0.12 | 1.1 | x | 0 | -0.22 | 8% | -3.6 | -0.021 | 11
- Cn1c(SCC(=O)N2CCOCC2)nnc1-c1cccc(NC(=O)c2ccccc2)c1
→ 0.97 | 1.1 | 92 | -3 | 0.63 | 3% | -2.2 | 0.0011 | 13
- COCCn1nnnc1C(C(C)C)N1CCC(Cc2ccccc2)CC1 (centres undefined)
→ 1.7 | 1.1 | 96 | -6 | 0.62 | 7% | -0.1 | 0.64 | 11
- COc1cccc(/C(O)=C2/C(=O)C(=O)N(c3cc(C)on3)C2c2cccs2)c1 (centres undefined)
→ -0.21 | 1.1 | 61 | -2 | -1.7 | 7% | -1.5 | 0.94 | -2
